# Screens (PubChem BioAssay)
# Pf Dd2 growth = blocks growth of Plasmodium falciparum Dd2 parasites; P. falciparum Dd2 growth, SYBR Green, 72 h; stronger effect = lower value; activity change, % at 10 µM; 2.3% of 94,000 active; AID 1159554; in the data active = activity change below about -80%
# T cruzi growth = blocks T. cruzi growth in NIH3T3 culture; 5.9% of 77,000 active; inhibition, % at 8.34 µM; AID 624255; T. cruzi beta-gal in NIH3T3, GalScreen luminescence, 90 h;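 active = mean inhibition above about 93%, with at least 55% of replicates each passing it, limit read from the data, passing the limit was not always enough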
# C diff HTS = blocks growth of Clostridium difficile. 0.25% of 86,000 active. Clostridium difficile clinical isolate growth, OD600, 24 h; stronger effect = lower value. growth activity, negative = inhibition, % at 16 µg/mL (by protocol). AID 1259249;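 active = mean growth activity at or below -80% and every replicate also at or below -80%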;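 note: 0% = DMSO wells and -100% = levofloxacin 16 µg/mL wells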
# KDM4C inh = inhibitors of human demethylase GASC-1 KDM4C; Q9H3R0; GST-KDM4C 2-372, H3K9me3 peptide, LANCE TR-FRET; inhibition, % at 12.5 µM; 0.15% of 96,000 active;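 active = mean replicate inhibition above about 25%, with at least 55% of replicates also reaching it, limit read from the data, passing the limit was not always enough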
# Target sequence (Q9H3R0 2-372 limits assumed): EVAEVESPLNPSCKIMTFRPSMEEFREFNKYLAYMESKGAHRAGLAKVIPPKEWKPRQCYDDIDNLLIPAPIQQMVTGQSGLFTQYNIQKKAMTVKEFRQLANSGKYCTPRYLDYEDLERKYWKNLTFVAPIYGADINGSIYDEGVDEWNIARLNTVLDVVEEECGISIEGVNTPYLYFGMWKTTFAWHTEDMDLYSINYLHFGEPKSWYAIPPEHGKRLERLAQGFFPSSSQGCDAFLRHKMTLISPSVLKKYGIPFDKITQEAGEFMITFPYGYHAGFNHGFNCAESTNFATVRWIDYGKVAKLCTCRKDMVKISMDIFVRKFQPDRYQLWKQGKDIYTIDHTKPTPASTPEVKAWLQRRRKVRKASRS
#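 Material: N-terminal GST-fused human GASC-1 (KDM4C) fragment, residues 2-372. Input: 10 nM enzyme. Incubation: enzyme reaction 30 min, then detection 60 min, both room temperature. Doses: one test concentration per compound. Read-out basis: inhibition from TR-FRET ratio decrease. Detection: LANCE TR-FRET, excitation 340 nm, emissions 618 and 671 nm.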
# Active calls of the source: *; . = no result given; & = joins results of further samples. Hits appear at their usual frequency; overall some 7% were active at least once.
1. CCCC(=O)Nc1ccc2c(c1)C(=O)N(C)C[C@H](OC)[C@H](C)CN(Cc1ccccn1)[C@H](C)CO2
2. C[C@@H]1CN([C@H](C)CO)C(=O)Cc2cc(NC(=O)c3ccncc3)ccc2O[C@@H]1CN(C)S(=O)(=O)c1ccc(F)cc1
3. C[C@H](CO)N1C[C@H](C)[C@@H](CN(C)C(=O)Cc2ccccc2)Oc2cc(C#CC3CCCC3)ccc2S1(=O)=O
4. C[C@H]1CN([C@@H](C)CO)C(=O)CCCn2cc(nn2)CO[C@H]1CN(C)Cc1cccc(C(F)(F)F)c1
5. C[C@@H]1CN([C@H](C)CO)C(=O)Cc2cc(NC(=O)c3ccncc3)ccc2O[C@H]1CN(C)S(=O)(=O)c1cn(C)cn1
6. C[C@@H]1CN([C@@H](C)CO)C(=O)c2cc(Br)cnc2O[C@@H]1CN(C)S(C)(=O)=O

Screen / compound no.	1	2	3	4	5	6
Pf Dd2 growth	-6	23	-25	21	22	17
T cruzi growth	14	-3	.	13	-19	.
C diff HTS	.	2	-1	2	-2	2
KDM4C inh	0.6	-1.5	-0.1	1.8	-1.8	3.8

# Structural class, the entries above containing a halogen
2. C[C@@H]1CN([C@H](C)CO)C(=O)Cc2cc(NC(=O)c3ccncc3)ccc2O[C@@H]1CN(C)S(=O)(=O)c1ccc(F)cc1
4. C[C@H]1CN([C@@H](C)CO)C(=O)CCCn2cc(nn2)CO[C@H]1CN(C)Cc1cccc(C(F)(F)F)c1
6. C[C@@H]1CN([C@@H](C)CO)C(=O)c2cc(Br)cnc2O[C@@H]1CN(C)S(C)(=O)=O

Screen / compound no.	2	4	6
Pf Dd2 growth	23	21	17
T cruzi growth	-3	13	.
C diff HTS	2	2	2
KDM4C inh	-1.5	1.8	3.8

# Next results follow.
7. O=C(C[C@@H]1C=C[C@H](NC(=O)Nc2cc(F)ccc2F)[C@H](CO)O1)Nc1ccc(-c2ccccc2)cc1
8. CCN1[C@@H]2c3ccc(-c4ccc(OC)cc4)c(=O)n3C[C@@H]2[C@@H](CO)[C@@H]1C(=O)NC1CCC1
9. COc1ccc2c3c([nH]c2c1)[C@@H](CO)N(C(=O)c1ccncc1)CC31CCN(C(=O)Nc2cccc(F)c2)CC1
10. CCC(=O)N(C)C[C@H]1Oc2ncc(-c3ccc(F)cc3)cc2C(=O)N([C@@H](C)CO)C[C@H]1C
11. C[C@H]1CN([C@@H](C)CO)C(=O)c2cc(C#CC(C)(C)O)cnc2O[C@@H]1CN(C)C(=O)C1CCC1
12. C[C@@H]1CN([C@H](C)CO)C(=O)c2cc(NS(=O)(=O)c3ccc(F)cc3)ccc2O[C@@H]1CN(C)CC1CCCCC1

Screen / compound no.	7	8	9	10	11	12
Pf Dd2 growth	.	-1	-55	24	53	-9
T cruzi growth	.	58	.	24	-40	-27
C diff HTS	-2	6	3	-3	0	-3
KDM4C inh	0.0	10	-1.1	-2.7	1.4	-0.4

13. COc1ccc(S(=O)(=O)N(C)C[C@@H]2Oc3ccc(NS(=O)(=O)c4cccs4)cc3C(=O)N([C@H](C)CO)C[C@H]2C)cc1
14. C[C@@H]1CN([C@@H](C)CO)C(=O)c2cc(NS(=O)(=O)c3cccs3)ccc2O[C@H]1CN(C)S(=O)(=O)c1cn(C)cn1
15. C[C@H]1CN([C@@H](C)CO)C(=O)c2cc(N(C)C)ccc2O[C@H]1CN(C)Cc1ccc(C(=O)Nc2ccccc2N)cc1
16. CC(C)C#Cc1cnc2c(c1)C(=O)N([C@H](C)CO)C[C@@H](C)[C@H](CN(C)C(=O)Nc1ccccc1F)O2
17. CNC(=O)C[C@@H]1CC[C@H]2[C@H](COc3ccc(NC(=O)NCc4ccccc4)cc3C(=O)N2C)O1
18. CCC(=O)N1CC2(C1)[C@H](c1ccccc1)[C@@H](CO)N2CC1CC1

Screen / compound no.	13	14	15	16	17	18
Pf Dd2 growth	-35	34	-25	-14&-19	26	14
T cruzi growth	19	23	62	43&87	-33	.
C diff HTS	-1	-3	3	-4&2	-2	-2
KDM4C inh	0.0	0.0	-0.5	-0.7	0.1	0.0

19. COc1ccc2c3c([nH]c2c1)[C@@H](CO)N(C(=O)CN(C)C)CC31CCN(Cc2cncnc2)CC1
20. CN1C(=O)c2cc(NC(=O)c3cccs3)ccc2OC[C@@H]2O[C@H](CC(=O)N3CCOCC3)CC[C@H]21
21. CNC[C@H]1OCCCC[C@@H](C)Oc2ccc(NC(=O)CCC(F)(F)F)cc2C(=O)N([C@@H](C)CO)C[C@H]1C
22. Cc1ccc(S(=O)(=O)N[C@@H]2CC[C@@H](CC(=O)N3CCC(Cc4ccccc4)CC3)O[C@@H]2CO)cc1
23. O=C(C[C@@H]1C=C[C@H](NS(=O)(=O)c2ccccc2)[C@@H](CO)O1)N1CCN(c2ccccc2)CC1
24. C[C@@H]1CN([C@@H](C)CO)C(=O)c2cc(C#Cc3cccnc3)cnc2O[C@H]1CN(C)Cc1ccccc1

Screen / compound no.	19	20	21	22	23	24
Pf Dd2 growth	30	-9	-35	-15	33	-52
T cruzi growth	.	-12	40	111*	.	69
C diff HTS	0	-4	1	1	-3	.
KDM4C inh	-0.2	0.0	-0.5	-0.6	-1.4	-0.2

25. C[C@H]1CN([C@@H](C)CO)C(=O)c2cc(Br)cnc2O[C@H]1CN(C)S(=O)(=O)c1ccccc1F
26. COc1cccc(NC(=O)N2C[C@H](O)COC[C@@H]3O[C@@H](CC(=O)NC4CCC4)CC[C@H]32)c1
27. CO[C@H]1CN(C)C(=O)c2ccc(NC(=O)C3CC3)cc2OC[C@H](C)N(C)C[C@H]1C
28. CN1[C@@H]2c3ccc(-c4ccc(F)cc4)c(=O)n3C[C@H]1[C@H](CO)[C@H]2C(=O)Nc1nccs1
29. COCCNC(=O)c1cc2c(c(-c3cccc(-c4cccc(F)c4)c3)n1)[C@H](CCO)N([S@@](=O)C(C)(C)C)C2
30. CCCNC(=O)N1[C@H](CO)[C@H](c2ccccc2)[C@H]1CNC(=O)C1CCCCC1

Screen / compound no.	25	26	27	28	29	30
Pf Dd2 growth	-13	6	23	7	-36	7
T cruzi growth	.	28	.	-45	-23	.
C diff HTS	-2	3	.	-2	.	0
KDM4C inh	-0.1	-0.6	2.5	0.3	0.3	1.6

31. C[C@@H](NC(=O)C[C@@H]1C=C[C@@H](NC(=O)c2cccnc2)[C@H](CO)O1)c1ccccc1
32. Cc1noc(C)c1NC(=O)Nc1ccc2c(c1)CC(=O)N([C@@H](C)CO)C[C@@H](C)[C@H](CN(C)C(=O)Nc1c(C)noc1C)O2
33. COc1ccccc1CN1[C@H](CO)[C@@H](c2ccccc2)C12CN(C(=O)c1ccccn1)C2
34. CCC(=O)N1[C@@H]2c3cccc(=O)n3C[C@H]1[C@H](CO)[C@H]2C(=O)N1CCc2ccccc2C1
35. COc1ccc(CN(C)C[C@@H]2Oc3ccc(NS(=O)(=O)c4ccccc4)cc3CC(=O)N([C@@H](C)CO)C[C@H]2C)cc1
36. CO[C@@H]1CN(C)C(=O)c2ccc(NS(=O)(=O)c3ccccc3)cc2OC[C@H](C)N(C(=O)NC(C)C)C[C@H]1C

Screen / compound no.	31	32	33	34	35	36
Pf Dd2 growth	12	22	-41	-11	-13	34
T cruzi growth	-40	52	.	2	.	6
C diff HTS	0	1	16	-3	-6	1
KDM4C inh	1.6	0.9	0.5	1.7	0.1	2.3

37. COc1ccc(S(=O)(=O)N[C@@H]2CC[C@@H](CC(=O)NCCc3ccccc3)O[C@@H]2CO)cc1
38. COc1ccc2c3c(n(C)c2c1)[C@H](CO)N(C(=O)Nc1ccccc1F)CC31CCN(C(=O)c2ccccc2F)CC1
39. C[C@@H]1CN([C@H](C)CO)C(=O)c2cc(-c3ccncc3)cnc2O[C@H]1CN(C)C(=O)C1CCC1
40. Cc1cccc(S(=O)(=O)N[C@@H]2CC[C@H](CCNC(=O)c3cnccn3)O[C@H]2CO)c1
41. OC[C@H]1[C@@H](c2ccc(-c3ccccc3F)cc2)[C@H]2CN(Cc3cncnc3)CCCCN21
42. CCC(=O)N(C)C[C@H]1[C@@H](c2ccc(-c3cccc(F)c3)cc2)[C@@H](CO)N1C(C)=O

Screen / compound no.	37	38	39	40	41	42
Pf Dd2 growth	16	-49	-11	22	-15	-10
T cruzi growth	.	.	53	29	27	.
C diff HTS	1	51	.	.	2	-5
KDM4C inh	1.8	-0.7	2.0	-0.1	0.9	1.4

43. OC[C@@H]1[C@@H](c2ccc(C#Cc3ccccc3)cc2)[C@@H]2CN(Cc3cncnc3)CCCCN12
44. O=C(C[C@H]1CC[C@H]2[C@@H](COC[C@@H](O)CN2C(=O)Cc2ccccc2)O1)NC1CCC1
45. CC(C)C#Cc1cnc2c(c1)C(=O)N([C@@H](C)CO)C[C@H](C)[C@@H](CN(C)C(=O)c1cccnc1)O2
46. CNC[C@@H]1Oc2ccc(NC(=O)Nc3ccccc3)cc2C(=O)N([C@H](C)CO)C[C@@H]1C
47. CC(C)NC(=O)Nc1ccc2c(c1)C(=O)N([C@H](C)CO)C[C@H](C)[C@@H](CN(C)S(=O)(=O)c1ccc(F)cc1)OCCCC[C@@H](C)O2
48. C[C@H]1CN([C@@H](C)CO)C(=O)c2cc(NC(=O)Cc3cn(C)c4ccccc34)ccc2O[C@H]1CN(C)Cc1ccccc1

Screen / compound no.	43	44	45	46	47	48
Pf Dd2 growth	-35	-9	37	7	.	-22
T cruzi growth	101*	37	56	11	-26	27
C diff HTS	-6	.	0	-1	11	-16
KDM4C inh	1.0	0.7	1.5	-0.8	-1.7	0.6

49. C[C@H](CO)N1C[C@H](C)[C@@H](CN(C)S(C)(=O)=O)Oc2ccc(NC(=O)Nc3ccc(C(F)(F)F)cc3)cc2CC1=O
50. Cc1noc(C)c1S(=O)(=O)Nc1ccc2c(c1)C(=O)N([C@@H](C)CO)C[C@@H](C)[C@@H](CN(C)CC1CCCCC1)OCCCC[C@H](C)O2
51. Cc1noc(C)c1NC(=O)Nc1cccc2c1O[C@H](CN(C)C)[C@@H](C)CN([C@@H](C)CO)C2=O
52. C[C@@H]1CCCCO[C@@H](CN(C)Cc2ccc(C(=O)Nc3ccccc3N)cc2)[C@@H](C)CN([C@H](C)CO)C(=O)c2cc(NS(=O)(=O)c3ccccc3)ccc2O1
53. CC(C)NC(=O)Nc1ccc2c(c1)C(=O)N([C@@H](C)CO)C[C@H](C)[C@H](CN(C)C(=O)NC(C)C)O2
54. CO[C@H]1CN(C)C(=O)c2cc(NC(=O)C3CC3)ccc2OC[C@H](C)N(C(=O)Cc2ccccn2)C[C@@H]1C

Screen / compound no.	49	50	51	52	53	54
Pf Dd2 growth	-9	-46	20	-81*	3	33
T cruzi growth	-20	32	.	.	20	-7
C diff HTS	.	-1	0	3	1	1
KDM4C inh	0.4	-2.2	0.2	-1.1	0.8	-0.6

55. C[C@@H](NC(=O)C[C@@H]1C[C@@H]2c3cc(NS(C)(=O)=O)ccc3O[C@@H]2[C@@H](CO)O1)c1ccccc1
56. C[C@H]1CN([C@@H](C)CO)C(=O)c2cc(Br)cnc2O[C@@H]1CN(C)C(=O)NC1CCCC1
57. CO[C@H]1CN(C)C(=O)c2ccc(NC(C)=O)cc2OC[C@@H](C)N(C(=O)CN(C)C)C[C@@H]1C
58. CNC[C@@H]1OCCCC[C@@H](C)Oc2ccc(N)cc2C(=O)N([C@@H](C)CO)C[C@H]1C
59. C[C@H](NC(=O)[C@@H]1[C@@H](CO)[C@@H]2Cn3c(ccc(C4=CCCC4)c3=O)[C@H]1N2C(=O)C1CC1)c1ccccc1
60. C[C@H]1CN([C@@H](C)CO)C(=O)c2cccc(NS(=O)(=O)c3cccs3)c2O[C@@H]1CN(C)C(=O)Nc1ccccc1

Screen / compound no.	55	56	57	58	59	60
Pf Dd2 growth	-7	16	2	30	35	27
T cruzi growth	.	.	-1	18	.	-31
C diff HTS	3	9	-22	-3	5	.
KDM4C inh	0.5	-0.8	-0.4	-0.3	0.3	-1.1

61. COC(=O)C[C@H]1CC[C@H]2[C@H](COc3ccc(NS(=O)(=O)c4ccc(C)cc4)cc3C(=O)N2C)O1
62. COc1ccc(S(=O)(=O)Nc2ccc3c(c2)CC(=O)N([C@@H](C)CO)C[C@H](C)[C@@H](CN(C)CC2CC2)O3)cc1
63. C[C@@H]1CN([C@@H](C)CO)C(=O)c2cc(NC(=O)CCN3CCOCC3)ccc2O[C@@H]1CN(C)S(=O)(=O)c1ccc(Cl)cc1
64. C[C@@H]1CN([C@@H](C)CO)C(=O)c2cc(C3=CCCCC3)cnc2O[C@H]1CN(C)Cc1ccccc1F
65. COc1cccc(-c2ccc([C@H]3[C@H]4CN(S(=O)(=O)c5cn(C)cn5)CCCCN4[C@H]3CO)cc2)c1

Screen / compound no.	61	62	63	64	65
Pf Dd2 growth	-12	-20	13	10	20
T cruzi growth	-3	29	66	-139	-14
C diff HTS	10	-2	5	-1	1
KDM4C inh	-4.0	-1.0	-1.5	-1.2	-1.9

# Compound profiles, from the list above. Order of values: Pf Dd2 growth, T cruzi growth, C diff HTS, KDM4C inh
# Profile of COc1cccc(-c2ccc([C@H]3[C@H]4CN(S(=O)(=O)c5cn(C)cn5)CCCCN4[C@H]3CO)cc2)c1 : 20, -14, 1, -1.9
# Profile of COc1ccc(S(=O)(=O)Nc2ccc3c(c2)CC(=O)N([C@@H](C)CO)C[C@H](C)[C@@H](CN(C)CC2CC2)O3)cc1 : -20, 29, -2, -1.0
